GPR55 activation: selective activators of receptor GPR55 – imaging, U2OS cells, beta-arrestin-GFP redistribution, primary screen (AID 1961); U2OS GPR55 beta-arrestin-GFP redistribution imaging; higher % means a stronger effect; one-dose activation, % at 10 µM; EC50 in µM for titrated hits; hit rate 0.048% among 290,000;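 active = activation above 40% with more than 50 cells counted in the well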;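 also: U2OS osteosarcoma cells stably expressing GPR55 and beta-arrestin-GFP; plate controls were DMSO negative control for no effect and LPI positive control for full effect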
UTI89 phage lysis: inhibition of K1F phage lysis, E. coli UTI89, bacterial capsule biogenesis inhibitors, alamar blue (AID 488966). hit rate 0.02% among 340,000. E. coli UTI89 K1F phage lysis, alamar blue, 2 h; higher % means a stronger effect. one-dose inhibition, % at 100 µM; IC50 in µM for titrated hits;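 active = phage lysis inhibition, versus mean bacterial control, above a set limit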;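 also: capsule biogenesis inhibitors block K1F phage lysis so surviving cells raise fluorescence; higher fluorescence means more inhibition of phage lysis; actives were called in the ten point dose series up to 300 µM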
AID2073: inhibitors of Mint1-CaV2.2 protein interaction, biochemical, HTRF (AID 2073) | HTRF protein-protein interaction, Mint1-CaV2.2; higher % means a stronger effect | inhibition, % at 20 µM; hits with a dose series show IC50 in µM | hit rate 0.19% among 290,000; in the data active = inhibition mostly above about 51%, no sharp cut-off; also: some results filed as inactive read as strong as hits
GPR35 antagonists: inhibition of zaprinast-stimulated GPR35 beta-arrestin translocation – imaging, U2OS, beta-arrestin-GFP, zaprinast agonist, primary screen (AID 2058); U2OS GPR35 beta-arrestin-GFP translocation imaging, zaprinast antagonism; higher % means a stronger effect; inhibition, % at 10 µM, or IC50 in µM where a hit was titrated; hit rate 0.052% among 290,000;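 active = inhibition of at least 50% with at least 30 cells and total cytoplasm GFP at most 10,000,000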
GPR55 LPI antagonism: inhibition of LPI-stimulated GPR55 beta-arrestin translocation – imaging, U2OS, beta-arrestin-GFP, LPI agonist, primary screen (AID 2013); U2OS GPR55 beta-arrestin-GFP translocation imaging, LPI antagonism; higher % means a stronger effect; inhibition, % at 10 µM, or IC50 in µM where a hit was titrated; hit rate 0.13% among 290,000;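 active = spots per cell inhibited over 60%, with over 100 cells counted and total cytoplasm intensity under 500,000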;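 also: U2OS cells stably carrying GPR55 and arrestin-GFP stimulated by 5 µM LPI near EC80; imaged beta-arrestin-GFP aggregate spots per cell after agonist stimulation; plate controls were LPI-stimulated DMSO wells for no effect and DMSO wells without LPI for full effect; some results filed as inactive read as strong as hits; confirmed hits need IC50 under 10 µM and bright autofluorescent wells are also inconclusive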
Siah-1 displacement: blockers of Siah-1 interaction with plectin peptide – biochemical, fluorescence polarization, rhodamine-plectin, uHTS, primary screen (AID 1817) | Siah-1 / rhodamine-plectin peptide fluorescence polarization; higher % means a stronger effect | hit rate 0.02% among 290,000 | displacement, % at 20 µM; hits with a dose series show IC50 in µM;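 active = displacement of at least 50% at 20 µM, with a fluorescence ratio check between 0.3 and a set limit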;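 also: plate controls were Siah plus tracer with DMSO for no effect and tracer alone without Siah for full effect; strong numbers were not always called active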
Dengue-2 NS5 capping: flavivirus cap methylation enzyme inhibition – biochemical, confirmation dose response, primary screen (AID 588689); inhibition, % at 25 µM, or IC50 in µM where a hit was titrated; hit rate 0.3% among 340,000; Dengue-2 NS5 methyltransferase capping enzyme assay, biochemical; higher % means a stronger effect; in the data active = a potency from the dose series
HIV fusion peptide: inhibitors of HIV fusion peptide binding, primary screen, biochemical, uHTS, fluorescence dequenching (AID 1986). cell-free peptide binding, fluorescence dequenching, 30 min; higher % means a stronger effect. inhibition, % at 20 µM; hits with a dose series show IC50 in µM. hit rate 0.3% among 290,000; in the data active = inhibition mostly above about 52%, no sharp cut-off; inactive = mostly below about 76%; also: some results filed as inactive read as strong as hits
NTR1 ag: agonists of NTR1, primary screen, imaging, U2OS cells, beta-arrestin-GFP, high content (AID 493036) | P30989 | NTR1-U2OS beta-arrestin-GFP spot imaging, agonist mode | activation, % at 20 µM | hit rate 0.17% among 330,000;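 active = activation at or above 40% of the spot to cytoplasm intensity ratio, with at least 20 cells analyzed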;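 also: 0% = DMSO without peptide and 100% = 100 nM NTR1 peptide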
Target sequence (P30989 whole entry, looked up): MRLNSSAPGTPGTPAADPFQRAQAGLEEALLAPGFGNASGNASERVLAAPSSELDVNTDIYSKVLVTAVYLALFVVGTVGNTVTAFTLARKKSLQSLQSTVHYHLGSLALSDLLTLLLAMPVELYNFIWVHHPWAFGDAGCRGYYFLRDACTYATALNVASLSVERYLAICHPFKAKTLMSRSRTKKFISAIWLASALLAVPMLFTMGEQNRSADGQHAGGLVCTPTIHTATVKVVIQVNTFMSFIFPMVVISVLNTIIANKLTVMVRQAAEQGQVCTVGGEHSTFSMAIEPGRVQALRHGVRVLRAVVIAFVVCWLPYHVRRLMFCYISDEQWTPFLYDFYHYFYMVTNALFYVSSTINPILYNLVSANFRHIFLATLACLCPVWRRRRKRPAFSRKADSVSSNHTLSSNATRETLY
NTR1 ag cell count 20 µM: also measured in NTR1 ag; calls as there; cell count; measured here: cell count, cytotoxicity flag
Dengue-2 NS5 capping pilot replicate: second read-out of Dengue-2 NS5 capping, no call of its own (marks repeat the call); inhibition, %; measured here: pilot screen replicate inhibition
Numbers without * were called inactive; · = not tested or not shown; [ ] = another dose, or the depositor's remark.

SMILES	GPR55 activation	UTI89 phage lysis	AID2073	GPR35 antagonists	GPR55 LPI antagonism	Siah-1 displacement	Dengue-2 NS5 capping	HIV fusion peptide	NTR1 ag	NTR1 ag cell count 20 µM	others
Cc1nc2ccc(C(=O)N3CCSCC3)cc2s1	0.3%	4.6%	-4%	-4%	7%	4%	-7%	2.0%	-2.3	101
COC(=O)N1CCN(c2ccc(C)c(C)c2)CC1	0.1%	·	5%	5%	2%	-3%	·	0.1%	-0.6	53
FC(F)(F)c1nc2ccccc2n1CCNc1nc(CN2CCCCC2)cs1	-0.2%	-0.1%	-2%	-3%	16%	8%	2%	1.8%	-0.6	75
CSc1ncccc1C(=O)Nc1nnc(C2CC2)s1	-0.2%	0.7%	7%	-3%	-3%	-5%	-1%	-0.2%	0.0	31
CCOC(=O)C1CCCN(C(=O)CCCn2c(=O)c3cccn3c3cccnc32)C1 (stereo unspecified)	-0.1%	0.2%	11%	5%	-18%	3%	-4%	-0.9%	1.5	46
O=C(CSc1n[nH]c(-c2ccccc2Cl)n1)NC1CCCCC1	0.0%	0.3%	7%	-3%	2%	2%	-3%	-1.7%	1.0	42
O=C(Cc1ccc(-n2c(=O)c3ccccc3n(Cc3ccccc3Cl)c2=O)cc1)NCC1CCCO1 (stereo unspecified)	-0.5%	0.1%	18%	-10%	-2%	4%	8%	-0.4%	0.9	65
CS(=O)(=O)NCCNC(=O)c1cc(OCC(F)(F)F)ccc1OCC(F)(F)F	-0.2%	0.1%	3%	6%	-2%	7%	-10%	-0.9%	-1.9	109
O=c1c2cc(N3CCOCC3)ccc2[nH]c(=S)n1Cc1ccccc1Cl	-0.4%	0.3%	30%	-7%	-2%	-5%	4%	14%	14	60
CC(C)n1c(NCc2ccc(Cl)cc2)nc2ccccc21	-0.1%	0.3%[50 µM]	-5%	-13%	20%	-4%	1%	0.2%	-0.5	73
O=C(COc1ncnc2ccccc12)N1CCOCC1	0.3%	0.2%	2%	2%	0%	-1%	2%	-1.2%	1.0	46
O=C(c1ccc2c(c1)N(Cc1ccccc1)CCS2)N1CCCCC1	-0.3%	4.8%	18%	5%	-13%	-1%	4%	-0.8%	8.4	49
COc1ccc(S(=O)(=O)NCCN2CCOCC2)cc1Br	0.3%	0.0%	24%	5%	10%	-4%	-2%	0.2%	0.1	69
CSc1ccc(CCNC(=O)CS(=O)(=O)Cc2nc(-c3ccccc3F)oc2C)cc1	-0.1%	2.0%	9%	-28%	-5%	3%	5%	-0.5%	3.8	68
CCN1CCN(C(=O)c2ccc(N3CC4CC(C3)c3cccc(=O)n3C4)c([N+](=O)[O-])c2)CC1 (stereo unspecified)	-1.0%	0.8%	-8%	-11%	17%	8%	-5%	3.0%	-1.1	59
COCCNC(C)C(=O)Nc1ccc(Br)cc1 (stereo unspecified)	-0.2%	-2.3%	-2%	-1%	-7%	2%	7%	0.8%	-0.3	51
N#C/C(=C(/O)COC(=O)CCc1ccc(S(=O)(=O)N2CCOCC2)cc1)c1nc2ccccc2[nH]1	-0.1%	1.4%	26%	12%	8%	-10%	-4%	0.0%	3.2	53
Cc1ccc(C2Nc3ccccc3C(=O)N2CCN2CCNC2=O)cc1 (stereo unspecified)	0.2%	0.1%	2%	-7%	1%	2%	1%	-0.1%	0.1	46
Cc1cc(C)cc(OCC(=O)OCc2nnc(-c3ccccc3)o2)c1	0.1%	0.4%	0%	-15%	0%	4%	-15%	1.3%	1.3	24
Nc1nc2ccccc2n1/N=C/c1ccc(-c2ccccc2)o1	0.3%	0.5%	-19%	-14%	9%	-4%	-6%	-0.2%	18	76
COC(=O)c1cc(C(=O)Nc2cccc(C)n2)cc([N+](=O)[O-])c1	0.1%	0.1%	-6%	-8%	6%	6%	-3%	-1.6%	1.6	47
CCC(C)(C)NC(=O)CCCSc1nc2ccccc2s1	-0.3%	·	1%	2%	-9%	-2%	·	-1.1%	0.3	46
CCC(=O)OCC(=O)c1c(N)n(Cc2ccccc2)c(=O)n(C)c1=O	-0.1%	-0.1%	22%	-1%	1%	-3%	-3%	2.8%	1.0	65
COC(=O)CNC(c1ccccc1)c1cc(C)ccc1NC(=O)CNC(=O)OCc1ccccc1 (stereo unspecified)	0.3%	0.1%	4%	4%	2%	0%	-6%	0.9%	1.9	64
CCN(CC)CCOC(=O)c1ccc2c(c1)OCCO2	-0.1%	4.2%	1%	-1%	3%	2%	-1%	1.1%	-0.1	47
CC(=O)N1CCOc2ccc(S(=O)(=O)NC(C)c3ccccc3)cc21 (stereo unspecified)	-0.1%	0.2%	13%	1%	-4%	2%	3%	2.5%	0.1	74
Cc1ccc(-c2nn(C)c(=O)c3ccccc23)cc1CNC(=O)CSc1nc2ccccc2o1	0.3%	6.2%	8%	10%	12%	-2%	-4%	2.8%	1.8	63
Cc1ccc(C(=O)C2=C(O)C(=O)N(Cc3ccccc3)C2c2cccnc2)o1 (stereo unspecified)	0.2%	-1.3%	9%	-24%	-6%	3%	2%	-0.2%	1.9	60
OCCn1nc(-c2ccccc2)cc1-c1ccccc1	0.1%	-0.1%	7%	12%	3%	-3%	-8%	-0.9%	2.3	64
COC(=O)C1(CC2CC(c3cccc(Br)c3)=NO2)CCN(C(=O)OC(C)(C)C)CC1 (stereo unspecified)	-0.2%	10%	6%	-5%	1%	-4%	-4%	1.2%	1.8	94

Part of the list above in order of SMILES length, rising.
SMILES	GPR55 activation	UTI89 phage lysis	AID2073	GPR35 antagonists	GPR55 LPI antagonism	Siah-1 displacement	Dengue-2 NS5 capping	HIV fusion peptide	NTR1 ag	NTR1 ag cell count 20 µM	others
CCN(CC)CCOC(=O)c1ccc2c(c1)OCCO2	-0.1%	4.2%	1%	-1%	3%	2%	-1%	1.1%	-0.1	47
CC(=O)N1CCOc2ccc(S(=O)(=O)NC(C)c3ccccc3)cc21 (stereo unspecified)	-0.1%	0.2%	13%	1%	-4%	2%	3%	2.5%	0.1	74
Cc1ccc(C(=O)C2=C(O)C(=O)N(Cc3ccccc3)C2c2cccnc2)o1 (stereo unspecified)	0.2%	-1.3%	9%	-24%	-6%	3%	2%	-0.2%	1.9	60

Next compounds:
SMILES	GPR55 activation	UTI89 phage lysis	AID2073	GPR35 antagonists	GPR55 LPI antagonism	Siah-1 displacement	Dengue-2 NS5 capping	HIV fusion peptide	NTR1 ag	NTR1 ag cell count 20 µM	others
O=C(O)/C(=C\c1cccc([N+](=O)[O-])c1)c1ccc(S(=O)(=O)N2CCCCC2)s1	-0.2%	0.0%	10%	18%	15%	-2%	4%	14%	1.6	56
C/C(=N\NC(=O)c1ccco1)c1cc2ccccc2o1	0.0%	0.0%	14%	1%	-16%	1%	-6%	-1.3%	-1.1	46
Cc1ccc(NC(=O)C2(c3ccc([N+](=O)[O-])cc3)CCCC2)cc1	-0.2%	-0.1%	0%	6%	5%	-1%	-14%	-0.9%	1.6	85
COc1ccc2c(c1)c(C(=O)CN1CCOCC1)c(C)n2C	0.0%	2.5%	12%	10%	10%	2%	-5%	-2.7%	0.1	80
O=C(c1ccccc1CCc1ccccc1)N1CCCC1	0.4%	0.0%	19%	12%	2%	-5%	1%	-1.5%	0.5	52
CC(=O)N1CC=C2C(C#N)=C(N)C(C#N)(C#N)[C@H](c3ccoc3)[C@H]2C1	-0.3%	0.2%	6%	3%	14%	2%	14%	29%	-1.1	68
CC(=O)Cc1nsc(NC(=O)c2ccco2)n1	-0.1%	4.3%	2%	3%	-7%	0%	-2%	1.0%	0.8	47
CCn1c(CNC(=O)Cc2ccc(OC)cc2)nnc1SCC(=O)Nc1ccc(C(=O)O)cc1	0.5%	-0.3%	-3%	15%	-5%	-2%	-1%	-0.2%	-0.1	39
O=C(Nc1ccc(Cl)cn1)c1cnn2cccnc12	0.5%	0.8%	-6%	-2%	-5%	-5%	-7%	1.4%	0.1	48
Cc1[nH][nH]c(=O)c1C(c1c(C)[nH][nH]c1=O)c1cn(Cc2ccccc2Cl)c2ccccc12	1.4%	2.6%	-3%	-32%	-2%	6%	24%	9.4%	·	·
CCOC(=O)CCNC(C(=O)OCC)c1ccccc1 (stereo unspecified)	0.0%	0.1%	15%	-6%	-11%	1%	-1%	2.5%	0.6	71
COc1cc(-n2c(C)nc3cc(C(=O)NCCN4CCOCC4)ccc32)cc(OC)c1OC	-0.2%	·	0%	-5%	5%	1%	·	0.6%	·	·
COc1cccc(CNC(=S)Nc2cccc(Cl)c2C)c1	-0.4%	0.1%	-1%	-5%	-8%	3%	-2%	0.7%	0.0	50	Dengue-2 NS5 capping pilot replicate=-4.5
COc1ccc(CN2CCCCC2C)cc1OC (stereo unspecified)	-0.1%	-0.1%	13%	14%	9%	0%	1%	0.1%	2.2	65
CC(C)COP(=O)(OCC(C)C)C(O)c1ccc(N(C)C)cc1 (stereo unspecified)	-0.3%	1.4%	-14%	-11%	-7%	-3%	-1%	-0.4%	-1.2	44
CCCCC(O)(CCCC)C(=O)NNc1ccccc1	0.1%	6.7%	-2%	3%	-6%	5%	-3%	-0.2%	0.3	37
CC(OC(=O)CN(C)S(=O)(=O)c1ccc(Cl)cc1)C(=O)Nc1ccc(N2CCOCC2)cc1 (stereo unspecified)	-0.2%	0.9%	-4%	-1%	-3%	1%	0%	2.4%	·	·
COc1ccc2c(c1)CCCC21SC(NC(C)=O)=NN1C(C)=O (stereo unspecified)	0.0%	0.3%	5%	-12%	5%	6%	-1%	0.3%	-1.2	54
COc1cccc(CCNC(=O)CCCC(=O)c2ccccc2)c1	-0.2%	1.4%	8%	16%	3%	6%	1%	1.3%	-0.8	105
OC(COCc1ccc2c(c1)OCO2)CN1CCC(Cc2ccccc2)CC1 (stereo unspecified)	0.2%	0.2%	5%	-6%	8%	7%	-1%	-1.1%	0.5	55
O=C(c1cccc(-c2ccccc2)c1)N1CC[C@@H](N2CCC(O)CC2)[C@H](O)C1	-0.1%	0.3%	8%	-8%	11%	11%	-15%	2.2%	-0.3	83
Cc1nnc(N/N=C/c2cc(C)n(-c3ccc(F)cc3)c2C)n1N	-0.3%	0.6%[50 µM]	24%	2%	16%	4%	-7%	-0.5%	2.3	41
O=C(CNC1=NCCC1)c1ccc(Cl)cc1	0.9%	-0.3%	4%	0%	-3%	-2%	-1%	1.4%	0.4	51
Nc1c(Cl)cc2c(c1Oc1ccccc1)C(=O)c1ccccc1C2=O	-0.2%	0.6%	10%	-8%	-24%	-1%	0%	0.0%	3.8	61
CCOC(=O)c1c(C(C)(C)C)oc2ccc(OCC#N)cc12	0.2%	0.4%	-8%	9%	-4%	-3%	-3%	-0.5%	7.5	38
S=c1[nH]c2ccc(Cl)cc2[nH]1	-0.4%	-0.1%	-4%	17%	2%	-2%	-16%	-0.2%	0.1	33

Bioassay records (PubChem)

Rows are unselected, and some 1.2% of all compounds hit somewhere here.
